SENP8 block-1: blocks human SENP8 cleavage of Nedd8 substrate; AID 602440; 360,000 compounds, 0.64% hits; recombinant SENP8, Nedd8 substrate fluorescence; inhibition, % at 20 µM; in the data active = inhibition mostly above about 40%, no sharp cut-off; inactive = mostly below about 27%
SENP6 inh: SENP6 protease inhibition; Recombinant SENP6 catalytic domain, aminoluciferin luminescence; inhibition, % at 10 µM; 330,000 compounds, 1.8% hits;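 active = inhibition above about 50% at the single tested dose, limit read from the data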;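 also: plate controls were DMSO wells with enzyme for no effect and DMSO wells lacking enzyme for full effect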
Target sequence (Q9GZR1 628-1112 limits assumed): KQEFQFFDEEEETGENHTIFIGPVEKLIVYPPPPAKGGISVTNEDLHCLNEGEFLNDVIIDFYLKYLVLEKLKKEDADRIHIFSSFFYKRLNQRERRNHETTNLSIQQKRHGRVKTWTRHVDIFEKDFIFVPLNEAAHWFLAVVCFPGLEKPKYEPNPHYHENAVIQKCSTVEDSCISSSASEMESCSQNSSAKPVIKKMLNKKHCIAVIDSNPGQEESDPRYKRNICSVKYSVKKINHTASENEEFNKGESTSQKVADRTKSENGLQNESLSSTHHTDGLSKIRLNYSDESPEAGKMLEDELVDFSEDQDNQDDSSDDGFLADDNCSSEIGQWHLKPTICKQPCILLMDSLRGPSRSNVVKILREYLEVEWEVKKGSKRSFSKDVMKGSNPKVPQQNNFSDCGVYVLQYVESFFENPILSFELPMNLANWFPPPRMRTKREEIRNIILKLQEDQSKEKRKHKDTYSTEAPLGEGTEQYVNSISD
SENP7 block: blocks the human protease SENP7 | recombinant SENP7, Z-RLRGG-aminoluciferin luminescence, 40 min | inhibition, % at 5 µM | Q9BQF6 | 330,000 compounds, 1.5% hits;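 active = inhibition above about 50% at the single test dose, limit read from the data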;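 also: plate controls were DMSO with enzyme for no effect and no enzyme buffer wells for full effect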
Target sequence (Q9BQF6 706-1050 limits assumed): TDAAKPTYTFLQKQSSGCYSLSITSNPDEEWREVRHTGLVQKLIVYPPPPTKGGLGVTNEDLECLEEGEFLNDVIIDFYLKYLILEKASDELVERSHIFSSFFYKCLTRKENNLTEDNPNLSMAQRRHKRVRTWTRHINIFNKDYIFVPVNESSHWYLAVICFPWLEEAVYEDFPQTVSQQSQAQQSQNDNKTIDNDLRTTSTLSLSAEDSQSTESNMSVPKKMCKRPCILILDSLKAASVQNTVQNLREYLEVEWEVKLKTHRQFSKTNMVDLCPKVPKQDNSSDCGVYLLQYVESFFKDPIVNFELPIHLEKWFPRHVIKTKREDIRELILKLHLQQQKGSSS
SENP8 block-2: blocks the human protease SENP8. Q96LD8. purified SENP8, Z-RLRGG-aminoluciferin cleavage, luminescence. inhibition, % at 10 µM. 330,000 compounds, 1.2% hits. AID 2540; in the data active = inhibition above about 50%
MIN6 prolif: inducers of beta-cell replication in MIN6 cells; MIN6 cells proliferation, ATPlite luminescence, 48 h; cells starved in 0.2% serum; 100% = growth in 10% serum; proliferation, % at 10 µM; 330,000 compounds, 0.29% hits;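 active = compounds whose signal lies at least 3.5 SD above the mean of all wells on their plate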;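 also: 0% = DMSO-treated cells in low-serum medium and 100% = 10% serum control; some compounds called inactive have numbers as strong as hits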
HKDC1 inh: inhibitors of human hexokinase HKDC1. recombinant HKDC1, G6PDH/diaphorase resazurin coupled fluorescence. inhibition, % at 20 µM. 340,000 compounds, 0.16% hits. AID 493160. Q2TB90;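 active = inhibition above about 35% when tested at 20 µM, limit read from the data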;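 also: plate controls were DMSO wells with enzyme for no effect and DMSO wells lacking enzyme for full effect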
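Test system: Recombinant HKDC1 (HK5) hexokinase enzyme, produced in-house | Input: HKDC1 at 5 µg/mL | Buffer or medium: Tris pH 8.0 buffer with MgCl2, Tween-20, BSA, BME | Schedule: 90 min reaction incubation at room temperature, dark | Technique: Resazurin-to-resorufin fluorescence via G6PDH and diaphorase coupling, 525/613 nm | Controls: DMSO wells with and without enzyme mix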
UBC13 polyUb: human UBC13 polyubiquitination inhibition | P61088 | UBC13 polyubiquitin chain formation, TR-FRET | inhibition, % at 20 µM | 330,000 compounds, 0.47% hits; in the data active = inhibition above about 45%, passing the limit was not always enough
PfG6PD inh: PfG6PD (Plasmodium falciparum) enzyme inhibition; AID 504690; 350,000 compounds, 0.78% hits; inhibition, % at 20 µM; PfGluPho enzyme, NADPH resazurin-diaphorase fluorescence;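 active = inhibition reaching at least a set limit at 20 µM in the primary screen, cut at about 59% in these data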;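 also: 0% = DMSO wells with substrate and 100% = DMSO wells lacking glucose-6-phosphate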
SENP1 inh: blocks the human SENP1 SUMO protease catalytic domain. AID 624204. recombinant SENP1 catalytic domain, CyPet-SUMO1-YPet FRET cleavage. inhibition, % at 10 µM. Q9P0U3. 360,000 compounds, 0.21% hits;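 active = inhibition at least 30% at 10 µM, raw YFP signal under a set limit, fluorescence ratio 0.5 to 1.5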;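 also: 0% = enzyme with DMSO and 100% = no enzyme wells; some results filed as inactive read as strong as hits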
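Assay system: hSENP1 catalytic domain, recombinant. Amount: SENP1 enzyme, 20 pM final. Schedule: 50 min reaction, RT, dark. Technique: FRET, CFP and YFP emission. Control set: no-enzyme wells low, DMSO-plus-enzyme wells high control.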
* marks the source's active call; other numbers are inactive results; . = no result given. Rows were taken by chance; overall some 4% were active at least once.

SMILES	SENP8 block-1	SENP6 inh	SENP7 block	SENP8 block-2	MIN6 prolif	HKDC1 inh	UBC13 polyUb	PfG6PD inh	SENP1 inh
O=[N+]([O-])c1ccccc1/C=N\N1CCN(Cc2ccccc2Cl)CC1	14	15	-6	-7	-1	-4	-8	9	2
Cn1c(C(=O)OC(C(=O)NC2CCCC2)c2cccnc2)cc2sccc21 (stereo not drawn)	3	-8	2	-2	0	16	3	-9	0
Cc1sc(=NC(=O)c2ccco2)n(C)c1-c1ccc(F)cc1	-447	-1	2	0	-4	-4	9	-8	0
COc1ccc(NS(=O)(=O)c2cccc(C(=O)N3CCCC3)c2)cc1	20	-9	-17	-4	0	-7	1	-1	1
COc1ccc(N2CCN(c3ccc(NC(=O)C4CCCCC4)cc3C#N)CC2)cc1	-171	-8	1	-8	2	-4	13	-9	0
COc1ccc(S(=O)(=O)Nc2ccccc2C(=O)NC(C)C)cc1OC	-48	-14	3	-7	-3	-6	2	-11	0
COc1ccc(S(=O)(=O)N2CCOC2CNC(=O)C(=O)NCCCn2ccnc2)cc1OC (stereo not drawn)	6	-2	3	7	-1	-1	4	-18	1
CCS(=O)(=O)N1CCCC(C(=O)NCCc2ccccc2)C1 (stereo not drawn)	16	-17	-5	-5	-3	-10	-3	5	0
CC(C)Cc1nnc(NC(=O)c2cc([N+](=O)[O-])ccc2N2CCOCC2)s1	8	-9	2	10	2	0	-10	5	-1
Cc1cc(C)cc(NC(=O)CCCSc2nc3ccccc3[nH]2)c1	5	14	2	1	-2	-3	4	47	2
Cc1ccccc1Cn1cc(NC(=O)c2noc(C(C)C)c2[N+](=O)[O-])cn1	10	-1	4	1	-1	1	3	1	3
CCN(CC(=O)Nc1ccccc1C(F)(F)F)C(=O)c1cc(S(=O)(=O)N2CCCCCC2)ccc1OC	-1	-12	-5	-2	1	-2	-2	3	1
O=C(CC12CC3CC(CC(C3)C1)C2)NC1CC1	10	-12	1	4	3	-8	-6	3	1
COc1ccc(-c2cc(C(=O)NC3CCCCC3)no2)cc1OC	-10	6	6	9	0	-6	9	-6	2
CCN(C(=O)c1cc2cc(OC)ccc2oc1=O)c1ccccc1	-62	-10	-1	-5	-1	4	1	-11	-3
CCC(C(=O)Nc1ccc2[nH]ncc2c1)c1ccccc1 (stereo not drawn)	1	15	-2	1	2	-2	4	13	0
Cc1ccc(S(=O)(=O)N(C)C)cc1NC(=O)C(C)OC(=O)c1ccc2c(=O)n3c(nc2c1)CCC3 (stereo not drawn)	-262	.	.	.	.	-4	.	0	-40
CC(C)c1ccc(N(CC(=O)NCc2ccco2)C(=O)CCC(=O)Nc2nccs2)cc1	2	-6	-2	2	0	-2	3	7	-1
O=C(C1CCN(S(=O)(=O)c2cc(Cl)ccc2Cl)CC1)N1CCOCC1	6	-20	6	6	1	0	2	3	3
CCOc1ccccc1C(=O)NC1CC2CCCC(C1)N2Cc1ccccc1 (stereo not drawn)	12	7	0	9	0	-4	4	-4	1
CCOC(=O)C1(CCCc2ccccc2)CCN(Cc2nccn2CC)CC1	5	-48	-3	-10	-6	-12	-1	-2	0
CCOC(=O)Cc1csc(NC(=O)CN2CCOCC2)n1	15	0	1	-7	1	-5	-2	-19	3
CCOC(=O)C(C)Oc1cccc2c(=O)n(CC(=O)N3CCN(C(=O)OCC)CC3)ccc12 (stereo not drawn)	-64	0	2	3	3	-5	2	-3	0
Cc1cc(NC(=O)CCC(=O)N(CC(=O)NC2CCCC2)Cc2cccs2)no1	27	-1	6	-2	-3	-7	2	-12	1
CCN(CC)CC#CCOC(c1ccccc1)c1ccccc1	3	-13	-3	-5	1	1	0	-3	0
COc1ccc(CCNC(=O)CSCc2c(F)cccc2Cl)cc1OC	2	-18	-1	-2	-2	2	-1	7	0
CC(NC(=O)COC(=O)/C=C/c1ccc2c(c1)OCO2)c1ccccc1 (stereo not drawn)	-258	7	10	-6	1	-4	4	-16	1
Cc1c(Nc2ccc3nonc3c2[N+](=O)[O-])c(=O)n(-c2ccccc2)n1C	4	12	0	4	-2	16	-35	1	4
CC(C(=O)NCCC1=CCCCC1)c1ccc([N+](=O)[O-])cc1 (stereo not drawn)	-2	-5	-2	-3	-1	-5	0	0	-1
CN1C(C(=O)NCC2CC2)CC2Cn3c(nc4cc(Cl)c(Cl)cc43)C21 (stereo not drawn)	6	-1	-2	2	-2	-7	-11	5	-1
Cc1nc(NC(=S)NC(=O)c2ccccc2)sc1C	31	6	16	-20	-4	-8	-14	-10	2
O=C(N/C=C/c1ccco1)Nc1cccc(Cl)c1	-7	4	-2	-2	-1	3	1	15	-24
CCCNC(=O)C(Cc1ccc(C(F)(F)F)cc1)NC(=O)c1ccc(C#N)cc1 (stereo not drawn)	14	-10	-10	-3	2	1	-9	8	2
COC(=O)CC(c1ccc(F)cc1)n1c(C)ccc1C (stereo not drawn)	8	-8	3	0	-1	2	-8	7	-12
CCC1(C)Cc2ccccc2-c2nc(NCCCO)[nH]c(=O)c21 (stereo not drawn)	-395	-2	0	-1	-1	-5	12	-7	0
Cc1nc(-c2cccc(NC(=O)c3cc4cc(Br)ccc4oc3=O)c2)cs1	16	0	4	9	-3	-3	-27	-19	38*
O=C(O)CCCCCNS(=O)(=O)/C=C/c1ccccc1	10	1	1	-3	-4	-7	-9	1	0
CC(Sc1ccc(S(=O)(=O)N2CCCC2)cn1)C(N)=O (stereo not drawn)	5	-1	-9	2	0	2	0	0	1
Clc1ccc(N/N=C/c2cccnc2)cc1	-17	6	-2	-20	0	17	5	28	0
O=C(COC(=O)c1n[nH]c(=O)c2ccccc12)Nc1ccccc1F	10	-1	-1	8	-5	-7	-3	2	4
CCc1cc2ccccc2nc1Cl	4	12	5	4	-1	6	2	7	1
CCOC(=O)c1c(NC(=O)CC2Nc3ccccc3NC2=O)sc(C)c1C (stereo not drawn)	-10	1	0	-7	-3	-4	5	3	-24
O=C(O)c1ccccc1CSC1=NCCS1	6	15	-1	-2	2	-10	7	7	1
Nc1nc(=S)c2ncn(C3OC(CO)CC3O)c2[nH]1 (stereo not drawn)	12	.	.	.	.	-5	.	43	2
CNC(=O)N(O)C1N(/N=C/c2cccs2)C(=S)SC1(C)C (stereo not drawn)	34	-34	-2	-7	-1	-9	-12	-19	3
CCC(C)[C@H](NC(=O)NCc1ccco1)C(=O)OC (stereo partly drawn)	23	-12	8	5	2	-2	4	12	1
C[C@H](N)C(=O)N1CCC(C(=O)N[C@@H](Cc2ccccc2)C(=O)Nc2ccc(F)cc2)CC1	30	-19	-7	-12	0	0	0	11	4
Cc1cc(NC(=O)CN2C(=O)/C(=C/c3cccc(Br)c3)SC2=S)no1	12	10	-2	-5	-2	-5	-3	-15	3
CCOC(=O)c1cnc(Nc2nc3ccccc3o2)nc1CSc1nnc(C)s1	2	4	-6	-7	-2	-7	-24	11	1
CC(C)=CC(=O)OCC(=O)Nc1cccc([N+](=O)[O-])c1	21	-29	-7	-10	-1	-10	-2	6	2

(continued)
SMILES	SENP8 block-1	SENP6 inh	SENP7 block	SENP8 block-2	MIN6 prolif	HKDC1 inh	UBC13 polyUb	PfG6PD inh	SENP1 inh
CCCCCOc1ccc(N2C(=O)CC(N(O)c3ccccc3)C2=O)cc1 (stereo not drawn)	9	-16	-7	-9	-5	-2	-11	6	-33
Cc1cc(C)nc(SCCC(=O)N2CCOCC2)n1	14	-6	4	-8	2	-5	-2	5	-4
O=C(Nc1ccc2c(c1)OCO2)C1CCN(Cc2cc3c(cc2O)OCO3)CC1	13	21	-2	11	-1	9	7	37	-3
O=C(O)C1C2C=CC(C2)C1C(=O)Nc1nccs1 (stereo not drawn)	6	-10	-1	5	-1	-5	-5	-7	2
O=P(COCCOCP(=O)(c1ccccc1)c1ccccc1)(c1ccccc1)c1ccccc1	9	5	1	1	-2	-4	3	3	1
COc1cccc(CN2CCC(Oc3ccc(C(=O)NCc4ccccn4)cc3)CC2)c1	3	-9	-7	-1	1	3	-1	-2	-6
CC(NC(=O)c1ccccc1)c1nc2ccccc2n1Cc1ccccc1F (stereo not drawn)	.	-9	-1	-3	0	.	8	.	.

Among those listed so far, 8 have fluorine:
SMILES	SENP8 block-1	SENP6 inh	SENP7 block	SENP8 block-2	MIN6 prolif	HKDC1 inh	UBC13 polyUb	PfG6PD inh	SENP1 inh
Cc1sc(=NC(=O)c2ccco2)n(C)c1-c1ccc(F)cc1	-447	-1	2	0	-4	-4	9	-8	0
CCN(CC(=O)Nc1ccccc1C(F)(F)F)C(=O)c1cc(S(=O)(=O)N2CCCCCC2)ccc1OC	-1	-12	-5	-2	1	-2	-2	3	1
COc1ccc(CCNC(=O)CSCc2c(F)cccc2Cl)cc1OC	2	-18	-1	-2	-2	2	-1	7	0
CCCNC(=O)C(Cc1ccc(C(F)(F)F)cc1)NC(=O)c1ccc(C#N)cc1 (stereo not drawn)	14	-10	-10	-3	2	1	-9	8	2
COC(=O)CC(c1ccc(F)cc1)n1c(C)ccc1C (stereo not drawn)	8	-8	3	0	-1	2	-8	7	-12
O=C(COC(=O)c1n[nH]c(=O)c2ccccc12)Nc1ccccc1F	10	-1	-1	8	-5	-7	-3	2	4
C[C@H](N)C(=O)N1CCC(C(=O)N[C@@H](Cc2ccccc2)C(=O)Nc2ccc(F)cc2)CC1	30	-19	-7	-12	0	0	0	11	4
CC(NC(=O)c1ccccc1)c1nc2ccccc2n1Cc1ccccc1F (stereo not drawn)	.	-9	-1	-3	0	.	8	.	.

High-throughput results: PubChem BioAssay, Sanford-Burnham Center for Chemical Genomics
